Assay outcomes: PubChem BioAssay, National Center for Advancing Translational Sciences (NCATS)
Luciferase inh = blocks purified firefly luciferase enzyme activity | purified P. pyralis luciferase, luminescence, biochemical | Potency, µM (titrated, usually from 115 µM), for inactives: at the highest dose activity change, negative = inhibition, usual class: inhibitors | 76,000 compounds, 2.5% hits | AID 1347043; note: potency is the fitted concentration of half-maximal effect; nearly all actives have a fitted effect of over 65% in size
Target sequence (P08659 whole entry, looked up): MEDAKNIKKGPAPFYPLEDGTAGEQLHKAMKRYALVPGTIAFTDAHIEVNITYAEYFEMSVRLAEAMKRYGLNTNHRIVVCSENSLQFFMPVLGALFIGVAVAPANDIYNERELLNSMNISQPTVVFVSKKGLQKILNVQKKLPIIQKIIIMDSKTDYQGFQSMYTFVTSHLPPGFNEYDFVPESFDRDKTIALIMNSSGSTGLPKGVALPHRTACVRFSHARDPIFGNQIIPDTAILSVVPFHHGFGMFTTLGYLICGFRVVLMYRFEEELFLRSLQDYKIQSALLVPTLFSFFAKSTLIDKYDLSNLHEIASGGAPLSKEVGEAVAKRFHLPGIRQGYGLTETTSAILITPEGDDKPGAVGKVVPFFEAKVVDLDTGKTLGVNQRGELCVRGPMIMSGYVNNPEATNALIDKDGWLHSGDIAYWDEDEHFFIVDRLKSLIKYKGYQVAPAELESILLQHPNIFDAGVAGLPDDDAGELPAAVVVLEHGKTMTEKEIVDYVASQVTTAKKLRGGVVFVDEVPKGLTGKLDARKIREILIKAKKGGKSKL
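FLuc 10nM, D-luciferin 10uM, ATP 10uM, Mg acetate 10mM, Tris acetate pH 7.5, Tween/BSA; cpd qHTS; enzyme added last; CCD luminescence.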
SNCA expr inhib = reduces expression of the alpha-synuclein gene; HEK-293 SNCA-luciferase knock-in, luminescence, 24 h; Potency, µM (doses to about 57.2 µM), inactives show at the top dose activity change, negative = inhibition, actives largely listed as inhibitors; 140,000 compounds, 0.17% hits; AID 1671194;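 note: potency is the fitted concentration of half-maximal effect; plate controls were DMSO cells for no effect and cell-free wells for full effect; nearly all actives have a fitted effect of over 45% in size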
NIH3T3 tox = NIH 3T3 cell cytotoxicity; NIH 3T3 viability, CellTiter-Glo ATP luminescence, 48-72 h; Potency, µM (titrated, usually from 96.7 µM), for the others: at the highest dose activity change, negative = cytotoxicity, actives largely listed as inhibitors; 94,000 compounds, 4.3% hits; AID 1345082; note: potency is the fitted concentration of half-maximal effect; nearly all actives have a fitted effect of over 55% in size
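First NIH 3T3 cells are plated at 400 cells/well; next compound is pinned in; then plates incubate 48 or 72 hr at 37 °C; finally CellTiter-Glo is added and luminescence read after 10 min.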
GPT2 inh = GPT2 alanine aminotransferase inhibition; Recombinant GPT2, coupled pyruvate oxidase/HRP Amplex Red fluorescence; Potency, µM (top dose mostly 57.7 µM), for the others: at the highest dose activity change, negative = inhibition, hits mostly inhibitors; 100,000 compounds, 0.25% hits; AID 1671188; note: potency is the fitted concentration of half-maximal effect; nearly all actives have a fitted effect of over 60% in size; many of its hits are not listed in these tables
Target sequence (Q8TD30 whole entry, looked up): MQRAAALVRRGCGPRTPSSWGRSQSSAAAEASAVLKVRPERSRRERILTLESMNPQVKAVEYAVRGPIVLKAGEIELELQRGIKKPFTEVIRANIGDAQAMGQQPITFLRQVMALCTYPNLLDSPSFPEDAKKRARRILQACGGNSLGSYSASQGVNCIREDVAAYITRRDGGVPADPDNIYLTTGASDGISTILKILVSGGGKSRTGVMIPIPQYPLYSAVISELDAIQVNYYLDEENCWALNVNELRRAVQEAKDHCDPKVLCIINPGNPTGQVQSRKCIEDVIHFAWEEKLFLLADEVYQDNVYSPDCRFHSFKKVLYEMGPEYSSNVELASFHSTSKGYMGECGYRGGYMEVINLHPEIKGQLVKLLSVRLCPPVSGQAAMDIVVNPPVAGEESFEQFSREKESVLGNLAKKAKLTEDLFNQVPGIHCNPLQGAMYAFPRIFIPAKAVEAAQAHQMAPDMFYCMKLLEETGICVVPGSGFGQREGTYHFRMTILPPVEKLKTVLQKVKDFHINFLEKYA
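GPT2 10ng/uL, a-KG 250uM, L-Ala 2mM, HEPES pH7.5 + 0.0001% Tween; 30 min RT. Then Amplex mix (PO/HRP/ThPP), 30 min RT dark, fluorescence. AOA 50uM used as positive control.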
IP6K1 inhibitor = inhibitors of human IP6K1. Q92551. IP6K1 kinase, ADP-Glo luminescence, 2 h; stronger effect = lower value. activity change, % (series mostly up to about 58 µM). 140,000 compounds, 0.81% hits. AID 1645851; in the data active = activity change below about -25%
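ADP-Glo luminescence measures ADP made by human IP6K1 during a 2 h RT reaction with ATP/IP6 (mix at 1.3 mM/130 uM); top library doses 57.5 and 19.1 uM final.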
HEK293 viab = cell viability loss counter-screen; AID 1671193; HEK-293-SNCA-luc viability, GF-AFC fluorescence, 24 h; Potency, µM (titrated, usually from 57.1 µM), without a hit: top-dose activity change, negative = cytotoxicity, most hits filed as cytotoxic; 150,000 compounds, 0.12% hits;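 note: potency is the fitted concentration of half-maximal effect; 0% = DMSO-treated cells and -100% = medium-only wells without cells; nearly all actives have a fitted effect of over 30% in size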
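Cytotoxicity counterscreen: after 24 h compound treatment of genome-edited SNCA-luciferase HEK-293 cells, live-cell protease substrate GF-AFC read by fluorescence after 30 min; activity scaled between DMSO (0%) and medium-only (-100%), curves Hill-fitted.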
HEK cytotox = cytotoxic compounds in HEK 293 cells; HEK 293 viability, ATP luminescence (CellTiter-Glo), 48-72 h; Potency, µM (highest dose often 115 µM), inactives show at the top dose activity change, negative = cytotoxicity, usual class: inhibitors; 94,000 compounds, 6.6% hits; AID 1345083; note: potency is the fitted concentration of half-maximal effect; nearly all actives have a fitted effect of over 60% in size
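Viability of HEK 293 cells, plated at 250 cells/well, was judged by cellular ATP after compound treatment for 48 or 72 hr. Luminescence was imaged 10 min after CellTiter-Glo addition at room temperature.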
The depositor's hits bear a star; i = inactive; ? = inconclusive; nt = no result given; & = joins results of further samples; [ ] = another dose, or the depositor's remark. Unless noted, calls come from the whole dose curve; as a rule, active = well fitted curve in the direction sought with a large enough effect; inconclusive = small, poorly fitted or top-dose-only effect, or another doubt; inactive = no such curve, though single readings can be large; an effect the other way counts as inactive or inconclusive. Unless noted, % is set by controls: 0 for no effect and ±100 for the full control effect.

Under each structure: Luciferase inh	SNCA expr inhib	NIH3T3 tox	GPT2 inh	IP6K1 inhibitor	HEK293 viab	HEK cytotox
O=C(Nc1ccc([C@@H](O)[C@H]2COCC(=O)N2Cc2ccccn2)cc1)c1ccccc1
    3%[172 µM]	2%[87.6 µM]	2%[174 µM]	1%[88.5 µM]	-7	1%[87.6 µM]	4%[172 µM]
O=C(CCCn1c(=O)c2cccn2c2cccnc21)NCCc1ccc(Cl)cc1
    nt	15%	nt	nt	24	-3%	nt
CCOC(=O)c1ccccc1NC(=O)c1cnc(N2CCOCC2)c2ccccc12
    nt	12%	nt	nt	13	8%	nt
Cc1nc2c(c(-c3ccc(O)cc3)n1)CN(Cc1cncs1)CCC2
    -1%	12%	4%	i	-3	10%	2%
CC[C@H]1CN(C(=O)Nc2cccc(OC)c2)CC[C@H]1CC(=O)N1CCC(C(=O)OC)CC1
    -3%	43%[activator]	?	i	-7	-13%	-19%
COc1ccc(NC(=O)C(=O)NCC(c2cccnc2)N2CCc3ccccc32)cc1OC (stereo not drawn)
    nt	-1%	nt	nt	13	-18%	nt
Cc1ccc(-c2noc([C@@H]3C[C@H](NC(=O)Nc4cccc(F)c4)CN3C)n2)cc1
    63µM*	-27%[87.6 µM]	?	0%[88.5 µM]	-11	?	63µM*
O=C(O)c1ccc(CN2Cc3[nH]cnc3C[C@H]2c2nc(-c3ccncc3)no2)cc1
    -12%[172 µM]	65%[activator][87.6 µM]	-3%[174 µM]	?	-1	5%[87.6 µM]	-14%[172 µM]
Cc1nc(-c2c3n(c(=O)n(CCOc4ccccc4)c2=O)CCCCC3)no1
    ?	137%[activator]	?	i	-5	4%	-11%
CCOC(=O)c1ccc(NC(=O)c2nc(SC(C)C)ncc2Cl)cc1
    nt	17%	nt	nt	-4	8%	nt
COc1ccc(NC(=O)CSc2nc(-c3ccccc3)c3ccccc3n2)cc1
    nt	-13%	nt	nt	-13	-10%	nt
COc1ccccc1Nc1ccnc(N2CCN([S+](=O)([O-])c3ccc(C)cc3)CC2)n1
    nt	-7%	?	-6%	8	-17%	?
Cc1ccc(CNC(=O)c2ccc(Cn3c(=O)c4ccccc4n(CC(=O)Nc4ccc(C)cc4)c3=O)cc2)cc1
    nt	0%	nt	nt	5	14%	nt
COCCNc1nc2c(c(=O)n(Cc3cccc(Br)c3)c(=O)n2C)n1C
    nt	22%	nt	nt	-9	-12%	nt
CCCC1(CO)CCCN(Cc2cccc(N3CCOCC3)c2)C1 (stereo not drawn)
    3%	36%[activator]	-4%	3%	24	-2%	-26%
COc1ccc(-n2c3c(c(=O)[nH]c2=O)C(NC(=O)c2ccccc2Cl)(C(F)(F)F)C(=O)N3)cc1 (stereo not drawn)
    nt	11%	nt	nt	-7	-2%	nt
COc1ccc(N2CCN(C(=O)c3nn(C)c4c3CS(=O)(=O)c3ccccc3-4)CC2)cc1
    nt	1%	nt	nt	-7	1%	nt
CCc1ccccc1NC(=O)Cn1nnc(C(=O)NCc2ccccc2Cl)c1N
    nt	38%[activator]	nt	nt	-5	7%	nt
COc1ccc(NC(=O)NCC2CCCN(C(C)C)C2)cc1OC (stereo not drawn)
    -3%	-4%	i	i	5	3%	-5%
CCOc1cccc(CNC(=O)C2CCCCC(=O)N2C)c1 (stereo not drawn)
    9%	15%	i	0%	40	12%	-3%
Cc1ccc(C2Cn3nnc(-c4noc(-c5ccc[nH]5)n4)c3CO2)cc1 (stereo not drawn)
    -11%	-5%	-16%	i	-3	3%	-20%
O=C1CC(c2ccccc2)N(Cc2ccncc2)CCCN(C(=O)CN2CCCC2=O)CCN1 (stereo not drawn)
    4%	24%	-9%	i	-5	0%	i
Cn1cccc1C(=O)N1CC(c2noc(COc3ccccc3)n2)C1
    -19%	0%	?	i	1	8%	?
CN1[C@@H](CCC(=O)NCc2cccs2)CNC(=O)[C@H]2NCC[C@H]21
    -4%[172 µM]	3%[87.6 µM]	2%[174 µM]	-22%[88.5 µM]	7	-4%[87.6 µM]	i
O=C(Cn1cnc2onc(-c3ccc(F)cc3)c2c1=O)Nc1ccc(F)c(Cl)c1
    nt	11%	nt	nt	22	-8%	nt
CN1CCC(OC2CCN(C(=O)c3cccc(C(F)(F)F)c3)CC2)CC1
    9%	-13%	-5%	i	5	0%	5%
CN(Cc1ccsc1)c1cc(C2CC(O)C2)ncn1 (stereo not drawn)
    -4%	53%[activator]	-13%	i	0	15%	-18%
O=C(c1ccc2ncccc2c1)N1CCCN(c2cc(-c3ccc(Cl)cc3)[nH]n2)CC1
    -3%	-12%	?	-21%	1	-28%	35µM*
CS(=O)(=O)N1CCNC[C@@H]1C(=O)N[C@@H](CC1CCCCC1)C(N)=O
    -5%[172 µM]	15%[87.6 µM]	3%[138 µM]	-8%[88.5 µM]	5	-10%[87.6 µM]	-1%[172 µM]
CCSc1ncc(Cl)c(C(=O)Nc2c(C(=O)c3ccc(C)c(F)c3)oc3ccccc23)n1
    nt	2%	nt	nt	9	19%	nt

Reprinted at random: four records from the list
Under each structure: Luciferase inh	SNCA expr inhib	NIH3T3 tox	GPT2 inh	IP6K1 inhibitor	HEK293 viab	HEK cytotox
CS(=O)(=O)N1CCNC[C@@H]1C(=O)N[C@@H](CC1CCCCC1)C(N)=O
    -5%[172 µM]	15%[87.6 µM]	3%[138 µM]	-8%[88.5 µM]	5	-10%[87.6 µM]	-1%[172 µM]
O=C(c1ccc2ncccc2c1)N1CCCN(c2cc(-c3ccc(Cl)cc3)[nH]n2)CC1
    -3%	-12%	?	-21%	1	-28%	35µM*
Cc1ccc(-c2noc([C@@H]3C[C@H](NC(=O)Nc4cccc(F)c4)CN3C)n2)cc1
    63µM*	-27%[87.6 µM]	?	0%[88.5 µM]	-11	?	63µM*
COc1ccc(-n2c3c(c(=O)[nH]c2=O)C(NC(=O)c2ccccc2Cl)(C(F)(F)F)C(=O)N3)cc1 (stereo not drawn)
    nt	11%	nt	nt	-7	-2%	nt

Following part.
Under each structure: Luciferase inh	SNCA expr inhib	NIH3T3 tox	GPT2 inh	IP6K1 inhibitor	HEK293 viab	HEK cytotox
Cc1ccc(OCC(=O)Nc2ccc3[nH]c(=O)sc3c2)cc1
    nt	10%	nt	nt	37	10%	nt
CC(C)NCC(O)COc1cccc2[nH]ccc12 (stereo not drawn)
    nt	16%	nt	-4%&3%	-13&-8	4%	nt
COCCCNc1ncnc2c1c(-c1ccccc1)cn2-c1ccc(C)c(Cl)c1
    nt	-4%	nt	nt	12	5%	nt
CN1C(=O)C2(CCN(Cc3ccccc3)C2)c2ccccc21 (stereo not drawn)
    8%[172 µM]	-9%[87.6 µM]	?	-2%[88.5 µM]	6	2%[87.6 µM]	100µM*
COc1ccc(S(=O)(=O)Nc2ccc(-c3cn4ccsc4n3)cc2)cc1C
    nt	15%	nt	nt	-12	16%	nt
Cc1ccc(C2=NC3(CCN(C(=O)Cc4cccs4)CC3)ON2)cc1
    -6%	15%	-7%	i	-4	0%	-12%
C[S+](=O)([O-])Nc1cccc(N2C[C@@H]3C(C(=O)NC4CCOCC4)=NO[C@@H]3C2)c1
    13%[172 µM]	-8%[87.6 µM]	-5%[138 µM]	i	-2	6%[87.6 µM]	?
O=C(Nc1cc(-c2cccnc2)nn1-c1ccccc1)c1ccc(Cl)nc1
    nt	17%	?	-5%	4	-6%	-27%
Cc1nc(-c2c3n(c(=O)n(Cc4ccc(F)c(F)c4)c2=O)CCCCC3)no1
    2%	-26%	-15%	i	13	8%	-3%
O=C(NCc1nnc2n1C(C(=O)NCc1cccnc1)CC2)Nc1cccnc1 (stereo not drawn)
    nt	-1%	i	-1%	0	1%	i
COC(=O)c1nnn(-c2cccc(C)c2)c1N
    nt	13%	nt	nt	-3	0%	nt
O=S(=O)(c1ccc(Cl)cc1)c1nnn2c1nc(NCc1ccc3c(c1)OCO3)c1sccc12
    nt	-4%	nt	nt	1	0%	nt
CCOc1ccc(Cn2c(CNS(=O)(=O)c3cccs3)nc3cccnc32)cc1
    nt	1%	nt	nt	11	-5%	nt
CCCn1cnc2c1CN(S(=O)(=O)c1ccc(C#N)cc1)[C@H](C(=O)OC)C2
    -1%[172 µM]	16%[87.6 µM]	-8%[174 µM]	0%[88.5 µM]	12	10%[87.6 µM]	3%[172 µM]
Cc1c(C(=O)NCc2ccc(Cl)cc2)sc2nc3n(c(=O)c12)CCCCC3
    nt	2%	nt	nt	9	3%	nt
C=C1CCC2C(C)(C)CCCC2(C)C1CC/C(C)=C\CO (stereo not drawn)
    nt	nt	nt	-21%	8	-4%	nt
CCOC(=O)C1CCCN(C(=O)CC(c2ccc3c(c2)OCO3)c2cn(CC)c3ccccc23)C1 (stereo not drawn)
    -12%	-14%	40µM*	?	-2	-17%	?
CS(=O)(=O)CC(O)c1cc2n(n1)CCN(CCOCc1ccccc1)C2 (stereo not drawn)
    8%	-17%	-6%	-8%	5	0%	-17%
COc1ccc(OC)c(NC(=O)CC2CCCCN(Cc3ccccc3)C2=O)c1 (stereo not drawn)
    nt	?	?	i	-4	-7%	?
CC(=O)N1CCCCC12Cc1ccccc1NC2=O (stereo not drawn)
    -1%[172 µM]	29%[87.6 µM]	-10%[138 µM]	i	22	3%[87.6 µM]	-2%[172 µM]
O=[S+]([O-])(Nc1ccccc1)c1ccc2c(c1)OCCN(Cc1cccs1)C2
    8%[172 µM]	?	?	-1%[88.5 µM]	-13	-9%[87.6 µM]	?
Cc1ccc(Cl)cc1NC(=O)CCS(=O)(=O)c1ccc2c(c1)n(C)c(=O)c(=O)n2C
    nt	-11%	nt	nt	15	11%	nt
COc1cccc(-c2cc3c(=O)n(CCNC(=O)COc4cccc(C)c4)ccn3n2)c1
    22µM*	90%[activator]	?	-19%	-2	-13%	?
O=C(C[C@@H]1C[C@H]2O[C@H](CNCc3ccccc3C(F)(F)F)[C@@H](O)[C@H]2O1)N1CCOCC1
    1%	23%	-9%	-8%	24	4%	3%
CCOC(=O)[C@H]1C[C@]2(CCCCN(CCO)C2=O)N(C(=O)CC(C)(C)C)[C@H]1c1ccco1
    nt	nt	?	nt	-3	nt	-16%
CN1C(=O)CCCCC1C(=O)NCc1ccc(Cl)cc1 (stereo not drawn)
    -1%	13%	5%	-3%	11	13%	2%
O=C(C1CC1)N1CCC(Oc2ccccc2)C1 (stereo not drawn)
    -3%	-3%	-5%	-19%	39	-2%	-3%
O=C1Nc2ccccc2CC12CCN2Cc1ccc(C(F)(F)F)cc1 (stereo not drawn)
    -3%	6%	?	?	-2	0%	?
O=S(=O)(NCC1(COc2cnccn2)C[C@@H](O)[C@@H](O)C1)c1ccc(Cl)cc1 (stereo partly drawn)
    -14%	-1%	-7%	-8%	2	-2%	-25%

An excerpt; count on the stated rates, not on these rows.
